CHOP UPR activ = activators of apoptotic CHOP UPR arm, primary screen, cell-based, CHO-CHOP luciferase reporter, luminescence, uHTS; 330,000 tested, 0.34% active; UPR activation; percent of tunicamycin response over DMSO baseline; activation, % at 10 µM;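 active = at 10 µM dose, activation of 40% or more, normalized to positive control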;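 also: 100% = tunicamycin at 10 µg/mL and 0% = DMSO alone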
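measured by = luciferase luminescence | assay system = CHO-CHOP cells, stable luciferase reporter of PERK-eIF2a-CHOP signalling | amount = 500 reporter cells seeded per well | timing = 6 h compound exposure at 37 °C after overnight seeding | controls = positive tunicamycin 10 µg/mL, negative DMSO alone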
TIM10 inh = growth inhibitors of isogenic TIM10 control yeast, primary screen, counter-screen for tim10-1 yeast inhibitor project, luminescence, uHTS; 330,000 tested, 1.4% active; inhibition, % at 10 µM; S. cerevisiae TIM10 strain growth, BacTiter-Glo luminescence, 24 h;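 active = inhibition of 40% or more at the single tested concentration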;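 also: wild-type TIM10 isogenic control strain grown at permissive 25 °C; 0% = DMSO yeast wells and 100% = minimal medium wells without yeast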
NR3A LBD binder = binders of NR3A ligand-binding domain, primary screen, biophysical, differential scanning fluorimetry, uHTS | Glutamate receptor ionotropic, NMDA 3A (GRIN3A) ligand-binding domain | NR3A LBD differential scanning fluorimetry, Tm shift; 0% = protein alone, 100% = glycine-bound protein | Tm shift relative to glycine control, % at 25 µM | 340,000 tested, 2.5% active | AID 1259313, 2017;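 active = melting temperature shift of at least 10% of the positive control shift, at one fixed dose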
XBP1 UPR activ = activators of adaptive XBP1 UPR arm, primary screen, cell-based, CHO-XBP1 luciferase reporter, luminescence, uHTS. IRE1-XBP1 UPR activation; percent of tunicamycin response, DMSO as zero. activation, % at 20 µM. 330,000 tested, 0.33% active. AID 463104, 2010;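 active = versus positive control, 20 µM dose yields 30% or more activation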;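 also: 100% = tunicamycin at 10 µg/mL and 0% = DMSO only wells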
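Material – CHO cell line with stable XBP1 luciferase reporter · Buffer or medium – F12 plus 10% FBS · Compound – single point, 20 µM final compound, 1% DMSO · Schedule – 16-18 h cell attachment at 37 °C, then 6 h compound exposure · Signal – Steady-Glo luminescence read · Benchmarks – high control tunicamycin 10 µg/mL final, low control DMSO vehicle only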
Mdm2 MdmX PPI = inhibitors of human Mdm2-MdmX association, primary screen, cell-based, luminescence, split luciferase, SaOS-2, uHTS. 330,000 tested, 3% active. SaOS-2 split-luciferase Mdm2/MdmX complementation. inhibition, % at 8 µM. AID 485346, 2010. Protein Mdm4 (Homo sapiens) + E3 ubiquitin-protein ligase Mdm2 (Homo sapiens), …;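 active = inhibition of at least 50% at 8 µM in the primary screen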
NLRP3 yeast inh = NALP3 inflammasome inhibitors in reconstituted yeast, primary screen, luminescence, uHTS; 330,000 tested, 0.39% active; inhibition, % at 10 µM; Yeast reconstituted NLRP3/ASC/caspase-1, beta-gal luminescence, 24 h;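 active = inhibition of 50% or more; inactive = inhibition below 50%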;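 also: plate controls were induced DMSO wells for no effect and uninduced yeast grown without galactose for full effect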
tim23-1 inh = growth inhibitors of tim23-1 mutant yeast, primary screen, luminescence, uHTS | S. cerevisiae tim23-1 growth, BacTiter-Glo luminescence, 24 h | inhibition, % at 20 µM | 330,000 tested, 1.3% active | AID 463212, 2010;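 active = growth inhibition of the mutant yeast at or above 50%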;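 also: temperature-sensitive mutant grown at 25 °C; plate controls were DMSO-treated mutant yeast for no effect and medium wells lacking yeast for full effect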
APJ ag = agonists of human apelin receptor APJ, primary screen, CHO-K1 cells, PathHunter beta-arrestin, luminescence. 0% DMSO wells, 100% apelin. activation, % at 20 µM. 330,000 tested, 0.11% active. AID 2520, 2010;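 active = activation more than six SD over the plate average, tested at 20 µM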;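 also: 0% = DMSO alone and 100% = apelin-13 at 10 nM; some results filed as inactive read as strong as hits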
Target sequence (P35414 whole entry, looked up): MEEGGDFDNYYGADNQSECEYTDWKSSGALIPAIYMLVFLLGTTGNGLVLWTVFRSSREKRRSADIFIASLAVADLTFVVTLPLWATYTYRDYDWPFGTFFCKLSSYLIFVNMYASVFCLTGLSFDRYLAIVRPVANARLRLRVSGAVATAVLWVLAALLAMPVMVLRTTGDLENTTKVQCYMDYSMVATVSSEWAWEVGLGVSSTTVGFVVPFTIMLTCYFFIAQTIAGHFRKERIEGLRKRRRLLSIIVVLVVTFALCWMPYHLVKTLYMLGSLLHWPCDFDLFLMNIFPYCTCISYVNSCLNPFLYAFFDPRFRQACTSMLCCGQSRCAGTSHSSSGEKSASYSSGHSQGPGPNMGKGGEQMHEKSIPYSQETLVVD
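Assay system – PathHunter CHO-K1 APJ (AGTRL-1) beta-arrestin reporter cells · Compound – one dose, 20 µM compound, 1% DMSO · Timing – compound 90 min 25 °C, reagent 1 h · Measured by – luminescence from split beta-galactosidase complementation, Galacton Star/Emerald II substrate · Measure – beta-arrestin recruitment to APJ as agonist activity, luminescent signal · Benchmarks – DMSO vs Apelin-13 10 nM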
tim10-1 inh = growth inhibitors of tim10-1 mutant yeast, primary screen, luminescence, uHTS; inhibition, % at 20 µM; AID 463190, 2010; S. cerevisiae tim10-1 ts strain growth, BacTiter-Glo, 24 h; 330,000 tested, 2.2% active;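 active = inhibition of at least 40%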;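 also: mutant grown at 25 °C; 0% = DMSO wells with yeast and 100% = wells holding no yeast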
Numbers without * were called inactive.

The opening 9 records, to show the layout:
1: O=C(c1cccs1)c1coc2ccc(O)cc12
2: O=C1NCCN(Cc2ccc(Cl)c(F)c2)C1CC(=O)N1CCCO1 (stereo not drawn)
3: COc1cc(NC(=O)c2ccc3c(c2)C(=O)N(CCC(C)C)C3=O)c(C(=O)O)cc1OC
4: S=c1[nH]nc(-c2ccccn2)n1/N=C/c1ccc(Cl)cc1
5: CCN(C(=O)COC(=O)c1oc2ccccc2c1C)c1c(N)n(Cc2ccccc2)c(=O)[nH]c1=O
6: CC(=O)Oc1ccccc1C(=O)Nc1ccccc1C(=O)N1CCCC1
7: O=C(Nc1ccccc1N1CCCC1)c1ccc([N+](=O)[O-])cc1Cl
8: O=S(=O)(NCCC1CC1(Cl)Cl)c1ccc(Cl)cc1 (stereo not drawn)
9: CCn1c(=O)c(C(=O)NCCc2ccccc2)c(O)c2ccccc21
entry no.,1,2,3,4,5,6,7,8,9
NR3A LBD binder,-25,0,2,3,0,2,-1,1,1
NLRP3 yeast inh,67*,-1,14,16,29,4,20,5,25
XBP1 UPR activ,0,-3,1,-2,1,0,0,1,-9
TIM10 inh,39,5,10,28,10,4,13,22,11
APJ ag,0,0,-2,-2,-4,-5,2,-5,-3
tim23-1 inh,12,3,6,25,3,11,15,25,-4
CHOP UPR activ,1.5,0.4,3.4,-1.4,-1.1,-0.7,-0.8,0.9,4.6
tim10-1 inh,-12,7,21,20,-12,2,31,5,-7
Mdm2 MdmX PPI,-71,6,12,20,12,22,-2,-6,28

Results (from the top)
1: O=C(c1cccs1)c1coc2ccc(O)cc12
2: O=C1NCCN(Cc2ccc(Cl)c(F)c2)C1CC(=O)N1CCCO1 (stereo not drawn)
3: COc1cc(NC(=O)c2ccc3c(c2)C(=O)N(CCC(C)C)C3=O)c(C(=O)O)cc1OC
4: S=c1[nH]nc(-c2ccccn2)n1/N=C/c1ccc(Cl)cc1
5: CCN(C(=O)COC(=O)c1oc2ccccc2c1C)c1c(N)n(Cc2ccccc2)c(=O)[nH]c1=O
6: CC(=O)Oc1ccccc1C(=O)Nc1ccccc1C(=O)N1CCCC1
7: O=C(Nc1ccccc1N1CCCC1)c1ccc([N+](=O)[O-])cc1Cl
8: O=S(=O)(NCCC1CC1(Cl)Cl)c1ccc(Cl)cc1 (stereo not drawn)
entry no.,1,2,3,4,5,6,7,8
NR3A LBD binder,-25,0,2,3,0,2,-1,1
NLRP3 yeast inh,67*,-1,14,16,29,4,20,5
XBP1 UPR activ,0,-3,1,-2,1,0,0,1
TIM10 inh,39,5,10,28,10,4,13,22
APJ ag,0,0,-2,-2,-4,-5,2,-5
tim23-1 inh,12,3,6,25,3,11,15,25
CHOP UPR activ,1.5,0.4,3.4,-1.4,-1.1,-0.7,-0.8,0.9
tim10-1 inh,-12,7,21,20,-12,2,31,5
Mdm2 MdmX PPI,-71,6,12,20,12,22,-2,-6

9: CCn1c(=O)c(C(=O)NCCc2ccccc2)c(O)c2ccccc21
10: CCC(=O)N1CCc2cc(S(=O)(=O)CCC(=O)NCc3ccccc3OC)ccc21
11: O=C(Nc1ccc(Cl)c(-c2nc3ccccc3[nH]2)c1)c1cccnc1
12: CC(C)(C)N(Cc1ccccc1)C(=O)COC(=O)CCc1c[nH]c2ccccc12
13: COc1cc(OC)cc(C(=O)Nc2nc3ccc(S(C)(=O)=O)cc3s2)c1
14: Cc1cc(NC(=O)CSc2nc(-c3ccc(F)cc3)cs2)no1
15: Cc1ccc(Nc2nc(N)nc(CCl)n2)cc1
16: CC(=O)Nc1sc(C)c(C)c1C(=O)OCC(=O)Nc1cccc(C)c1
entry no.,9,10,11,12,13,14,15,16
NR3A LBD binder,1,3,-4,-10,-27,1,1,4
NLRP3 yeast inh,25,1,-11,6,11,5,-15,19
XBP1 UPR activ,-9,0,2,-2,1,-3,-4,37*
TIM10 inh,11,21,14,18,18,-15,16,-3
APJ ag,-3,-7,0,-3,-1,-2,-1,-1
tim23-1 inh,-4,15,-14,20,33,-9,21,-18
CHOP UPR activ,4.6,1.2,-1.6,-0.9,7.3,-1.4,16,0.9
tim10-1 inh,-7,15,-4,24,19,-8,14,-31
Mdm2 MdmX PPI,28,15,17,7,-50,-9,83*,49

17: COc1ccccc1-c1ccc(=O)n(CC(=O)Nc2ccc(C(=O)N3CCCC3)cc2)n1
18: COc1ccccc1OCc1ccc(C(=O)Nc2cc(OC)c(OC)c(OC)c2)o1
19: Cc1ccc(C(=O)Nc2ccc(N3CCCC3)cc2)cc1
20: COc1cc(OC)cc(-c2nc(-c3ccccc3OC)no2)c1
21: COc1ccc(C(=O)NC2CCN(S(=O)(=O)c3ccccc3F)CC2)cc1
22: O=C(Cc1ccccc1)NCc1ccc(-n2cccc2)cc1
23: CN1/C(=C\C=C2\N=C(c3ccc(F)cc3)OC2=O)C(C)(C)c2ccccc21
24: COC(=O)C(C#N)C(c1cccnc1)c1c(C)[nH][nH]c1=O (stereo not drawn)
entry no.,17,18,19,20,21,22,23,24
NR3A LBD binder,-1,-1,-32,2,2,0,-2,-1
NLRP3 yeast inh,3,20,40,3,22,1,25,-7
XBP1 UPR activ,2,-5,-2,5,-4,4,-2,-3
TIM10 inh,9,9,7,12,11,3,14,-5
APJ ag,-5,1,-3,0,4,-4,1,-5
tim23-1 inh,-11,19,-4,1,8,5,33,11
CHOP UPR activ,-0.3,-1.0,4.6,1.2,2.6,1.1,-4.2,0.9
tim10-1 inh,13,-5,-6,17,12,2,32,5
Mdm2 MdmX PPI,-22,22,-30,14,-3,46,18,7

25: O=C(O)CCCCCn1c(SCC(=O)Nc2ccc(F)cc2)nc2ccsc2c1=O
26: O=S(=O)(c1ccc(Cl)cc1)N1CCN(Cc2ccc(O)c3ncccc23)CC1
27: COc1ccc(N2CCN(C(=O)NCc3ccc(OC)c(OC)c3)CC2)cc1
28: COc1ccc2cc3cc(C(=O)N(C)C4CCCCC4)oc3nc2c1
29: Cc1cc(C)c2ccc(Cl)cc2n1
30: Cc1cc(C)n2nc(C(=O)OCC(=O)N(CC(C)C)C3CCS(=O)(=O)C3)nc2n1 (stereo not drawn)
31: COc1ccc(C(=O)c2sc(Nc3ccccc3)c(C(=O)Nc3ccc(OC)c(OC)c3)c2N)cc1
32: Cc1cccc(-n2nc3c(c2NC(=O)c2ccco2)CS(=O)(=O)C3)c1C
entry no.,25,26,27,28,29,30,31,32
NR3A LBD binder,0,-4,0,-2,-2,0,-5,0
NLRP3 yeast inh,4,7,21,19,13,20,27,2
XBP1 UPR activ,-5,6,0,2,-4,-2,-1,-3
TIM10 inh,-6,-10,-16,15,-5,-16,17,8
APJ ag,-2,1,-2,-5,-4,-2,-2,1
tim23-1 inh,6,28,-5,49,0,-7,1,25
CHOP UPR activ,0.1,-1.1,0.0,1.0,1.6,-0.6,7.2,-2.0
tim10-1 inh,6,14,3,45*,-15,-18,4,11
Mdm2 MdmX PPI,11,77*,15,-151,-11,6,6,16

33: CCOC(=O)c1c(C)[nH]c(C)c1C(=O)COC(=O)[C@@H](NC(=O)c1ccccc1OCC)C(C)C
34: COc1ccc(/C=N/Nc2ccc(C(F)(F)F)cc2[N+](=O)[O-])cc1O
35: O=C(NCC1CCCO1)c1ccccc1-c1nc(-c2ccc(F)cc2)no1 (stereo not drawn)
36: CC(=O)c1ccc(NC(=O)CSc2nccn2C)cc1
37: CCC(NC(=O)Cn1cnc2c(=O)n(C)c(=O)n(C)c21)c1ccccc1 (stereo not drawn)
38: N=c1c2c(ncn1Cc1ccco1)Oc1ccc3ccccc3c1C2c1ccccc1 (stereo not drawn)
39: NC(=O)c1ccc(N2CCCCC2)c(N2C(=O)C3CC=CCC3C2=O)c1 (stereo not drawn)
40: COc1ccc(-n2cc(CN3CCCC3)c(-c3cccc(F)c3)n2)cc1
entry no.,33,34,35,36,37,38,39,40
NR3A LBD binder,-1,3,1,1,-1,-2,-2,-1
NLRP3 yeast inh,-7,10,27,13,4,26,18,9
XBP1 UPR activ,-1,0,1,5,-2,0,1,2
TIM10 inh,29,6,-8,0,-3,40,1,6
APJ ag,-1,-1,-4,1,-4,-3,1,-1
tim23-1 inh,17,7,4,-19,11,15,10,3
CHOP UPR activ,1.7,-0.2,0.2,4.2,-3.2,1.1,2.0,2.2
tim10-1 inh,19,15,11,-2,-10,21,-2,11
Mdm2 MdmX PPI,28,32,15,-9,1,86*,6,13

41: CC(C)c1ccc(/C=C2\SC(=O)N(CC(=O)NC3CCS(=O)(=O)C3)C2=O)cc1 (stereo not drawn)
42: CC(Oc1ccc(-c2ccccc2)c(F)c1)c1ccn(S(=O)(=O)c2ccc(F)cc2)n1 (stereo not drawn)
43: C=C(C)COc1ccc2c(CC)cc(=O)oc2c1
44: Cc1onc(-c2c(F)cccc2Cl)c1C(=O)OCC(=O)NC(=O)NCC(C)C
45: O=C(CC(Nc1ccc(Cl)cc1)C(=O)O)c1ccccc1 (stereo not drawn)
46: CCNC(=S)N(CCN(C)C)Cc1cc2cc(OCC)ccc2[nH]c1=O
47: CCC(C)c1ccc(S(=O)(=O)N2CCN3CCCC3C2)cc1 (stereo not drawn)
48: CCCC(=O)Nc1ccc(N2CCCCC2)cc1
entry no.,41,42,43,44,45,46,47,48
NR3A LBD binder,-4,-2,2,2,-3,0,1,-3
NLRP3 yeast inh,12,8,42,4,17,9,20,11
XBP1 UPR activ,4,-1,1,-3,-4,-3,-1,1
TIM10 inh,7,-9,8,0,23,-6,-4,0
APJ ag,6,-3,-1,-4,2,-1,0,-1
tim23-1 inh,18,-2,22,30,12,-8,16,14
CHOP UPR activ,7.7,2.8,1.7,-0.3,1.0,-0.4,2.9,5.0
tim10-1 inh,19,13,12,23,20,13,8,6
Mdm2 MdmX PPI,-10,-12,-20,-19,-268,27,16,10

49: CC1(C(=O)N(Cc2ccccc2)Cc2ccccc2)CC1(Br)Br (stereo not drawn)
50: Cc1cc(C)cc(C(=O)N2CCC(C(N)=O)CC2)c1
51: CCOc1ccccc1OCC(=O)Nc1ccc(Cl)cc1Cl
52: Cc1cc(C)n2nc(-c3cccc(Br)c3)cc2n1
entry no.,49,50,51,52
NR3A LBD binder,-6,-1,10,0
NLRP3 yeast inh,-20,9,10,49
XBP1 UPR activ,7,-4,-1,4
TIM10 inh,28,2,14,3
APJ ag,-1,0,-9,-3
tim23-1 inh,32,7,-8,32
CHOP UPR activ,1.8,-1.4,-0.3,4.9
tim10-1 inh,30,5,18,28
Mdm2 MdmX PPI,-4,12,5,-73

This is a random part of the collection; any-hit rate near 8.2%.
